MEX-5 binding: C. elegans MEX-5 TCR-2 RNA binding activity; MEX-5/FITC-TCR2 RNA binding, fluorescence polarization; active compounds read low; activity score (negative = inhibition of binding), % at 10 µM; actives 0.38% (n = 300,000); AID 1832;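 active = inhibition past about -25% in most replicates, and total fluorescence under double the plate's negative control median, limit read from the data; inconclusive = replicates evenly split on the limit, or fluorescence at least double controls; inactive = too little inhibition in most replicates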;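 note: 0% = DMSO and -100% = 5 µM competing unlabeled TCR2 RNA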
TPT1 inh: C. albicans TPT1 enzyme inhibition; recombinant caTPT1, FP RNA substrate dephosphorylation; inhibition, % at 5 µM; actives 0.81% (n = 300,000); AID 1962;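 active = inhibition above the mean of all tested compounds plus 3 SD, set per screening campaign, cut at about 24% in these data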;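 note: plate controls were DMSO alone for no effect and ferristatin control at 100 nM for full effect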
Fam108B counter: Fam108B inhibition, counter-screen for RBBP9 inhibitors | recombinant Fam108B, FP-Rh probe fluorescence polarization | inhibition, % at 9.51 µM | actives 0.33% (n = 300,000) | AID 1947;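 active = inhibition above the screen mean inhibition plus 3 SD, computed separately per campaign, cut at about 18% in these data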;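 note: inhibitors lower polarization as less probe binds the enzyme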
MCL1-BIM inh: disrupts human MCL1 binding to BIM-BH3 peptide; actives 0.68% (n = 320,000); inhibition, % at 10.9 µM; GST-MCL1 / FITC-Bim-BH3 fluorescence polarization;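 active = inhibition above the mean inhibition of all tested compounds plus 3 SD, set per campaign, cut at about 40% in these data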;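 note: 0% = DMSO wells and 100% = unlabeled Bim-BH3 peptide control; higher means more loss of mP so more displacement of Bim peptide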
PAD4 FP inh: PAD4 (human) enzyme inhibition | actives 0.41% (n = 330,000) | recombinant PAD4, RCA probe fluorescence polarization | inhibition, % at 6.36 µM;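 active = percent inhibition above a cutoff equal to the mean of all tested compounds plus 3 SD, cut at about 15% in these data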;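 note: 0% = PAD4 with RCA probe and DMSO and 100% = probe without PAD4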
Target sequence (Q9UM07 whole entry, looked up): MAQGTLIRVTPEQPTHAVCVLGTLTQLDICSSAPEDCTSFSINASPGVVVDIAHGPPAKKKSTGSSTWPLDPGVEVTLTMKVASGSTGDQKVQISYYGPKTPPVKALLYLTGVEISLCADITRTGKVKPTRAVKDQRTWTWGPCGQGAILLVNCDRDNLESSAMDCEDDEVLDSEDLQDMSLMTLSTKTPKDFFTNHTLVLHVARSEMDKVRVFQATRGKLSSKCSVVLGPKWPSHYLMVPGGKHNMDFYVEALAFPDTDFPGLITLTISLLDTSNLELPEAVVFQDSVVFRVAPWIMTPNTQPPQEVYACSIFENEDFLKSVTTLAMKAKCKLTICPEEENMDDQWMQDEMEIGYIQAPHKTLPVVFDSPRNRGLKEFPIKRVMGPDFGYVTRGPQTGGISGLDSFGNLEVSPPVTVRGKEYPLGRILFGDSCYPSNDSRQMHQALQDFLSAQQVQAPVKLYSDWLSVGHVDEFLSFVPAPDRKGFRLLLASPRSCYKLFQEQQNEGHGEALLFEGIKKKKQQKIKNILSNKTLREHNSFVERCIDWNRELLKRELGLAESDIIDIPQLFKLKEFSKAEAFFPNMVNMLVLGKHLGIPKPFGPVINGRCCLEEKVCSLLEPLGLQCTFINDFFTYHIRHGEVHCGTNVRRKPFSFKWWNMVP
GLD-1 TGE inh: GLD-1-TGE RNA interaction inhibition (C. elegans) | actives 0.44% (n = 320,000) | purified GLD-1 + fluorescein TGE RNA, fluorescence polarization | AID 2280 | inhibition, % at 5.96 µM;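 active = percent inhibition above a per-plate cutoff, the plate mean of test compounds plus 3 SD, cut at about 30% in these data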;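 note: 0% = DMSO wells with GLD-1 and probe and 100% = wells lacking GLD-1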
BCLXL inh: blocks human Bcl-xL binding to Bim BH3 peptide; inhibition, % at 10.9 µM; actives 0.7% (n = 320,000); GST-Bcl-xL / FITC-Bim BH3 peptide fluorescence polarization;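 active = inhibition above the mean of all tested compounds plus 3 SD, cutoff set per campaign, cut at about 30% in these data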;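 note: 0% = DMSO wells and 100% = unlabeled Bim-BH3 peptide competitor; inhibitors lower millipolarization by displacing the labeled peptide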
Target sequence (Q07817 whole entry, looked up): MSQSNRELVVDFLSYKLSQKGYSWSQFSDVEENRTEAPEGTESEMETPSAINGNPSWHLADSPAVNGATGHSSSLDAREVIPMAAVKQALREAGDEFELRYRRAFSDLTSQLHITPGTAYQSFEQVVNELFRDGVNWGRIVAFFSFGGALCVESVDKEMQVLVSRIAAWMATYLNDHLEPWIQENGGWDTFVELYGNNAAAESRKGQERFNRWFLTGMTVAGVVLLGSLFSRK
PME-1 inh: blocks human protein phosphatase methylesterase 1; Q9Y570; recombinant PME-1, FP-Rh probe fluorescence polarization; inhibition, % at 5.9 µM; actives 0.53% (n = 320,000);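 active = inhibition above the campaign mean of all compounds plus 3 SD, cut at about 26% in these data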;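 note: competitive labeling of PME-1 active site by serine hydrolase directed probe; 0% = PME-1 with DMSO and 100% = wells lacking PME-1 enzyme; inhibitors block probe labeling so polarization falls and inhibition rises; many of its hits are not listed in these tables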
GSTO1 counter: counter-screen for RBBP9 inhibitors: inhibitors of human GSTO1; actives 1.1% (n = 300,000); recombinant GSTO1, activity-based probe fluorescence polarization; P78417; inhibition, % at 5.96 µM;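 active = inhibition above the campaign mean inhibition plus 3 SD, cut at about 35% in these data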;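 note: 0% = GSTO1-1 with DMSO and 100% = wells lacking GSTO1-1 enzyme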
* = called active by the depositor; u = inconclusive; x = no result given. Only part of the results is shown; rates above refer to the full screens.

SMILES	MEX-5 binding	TPT1 inh	Fam108B counter	MCL1-BIM inh	PAD4 FP inh	GLD-1 TGE inh	BCLXL inh	PME-1 inh	GSTO1 counter
COC(=O)C1CC(c2ccc(Cl)cc2)=NO1 (stereo not drawn)	-0.1	-1	3	9	0	-3	4	1	3
CCCCCC(=O)NC(Cc1ccc(OC)c([N+](=O)[O-])c1)C(=O)O (stereo not drawn)	-1.4	-1	-9	4	-2	-2	2	3	10
CN(C)c1ccnc(Oc2ccc(Cl)cc2)c1C#N	u	-3	0	0	1	4	5	-8	2
CCOc1ccc(NC(=O)C2C3CC/C=C\CCC32)cc1 (stereo not drawn)	-0.7	-3	-1	11	0	1	3	-2	1
COc1ccccc1N1CCN(C(=O)COc2ccc(C)cc2Br)CC1	-3.4	13	3	3	0	-3	7	2	5
COc1ccc(-c2csc3ncnc(N4CCN(S(=O)(=O)c5cccc(Br)c5)CC4)c23)cc1	0.1	3	-2	-7	-2	-11	-3	-6	-8
Cc1cc(C)cc(Oc2ccccc2/C=N\O)c1	-1.2	2	-1	5	-5	8	10	-3	-8
CCC1(c2ccccc2)NC(=O)N(Cc2ccc(C(=O)OC)cc2)C1=O (stereo not drawn)	1.0	5	6	-11	-4	-1	-4	6	2
Cc1onc(-c2c(F)cccc2Cl)c1C(=O)NCc1ccc2c(c1)OCO2	-0.6	-1	-1	-6	-2	2	-1	9	-3
O=C(CN1CCN(C(=O)c2ccco2)CC1)Nc1cccc([N+](=O)[O-])c1	1.1	0	2	3	-2	-5	7	-3	3
CCn1cc(C(=O)NCCCOC(C)C)c(=O)c2cc(S(=O)(=O)N3CCCC3)ccc21	-0.1	2	2	-3	-16	-6	5	3	5
O=C(Nc1cccc(C(F)(F)F)c1)OCCN1CCN(Cc2ccccc2)CCC1=O	0.0	-2	3	8	-2	3	6	-3	8
O=[N+]([O-])c1cccnc1Sc1ccc(Br)cc1	x	-4	2	-7	6	1	3	9	4
COC(=O)c1ccc(-c2ccco2)n1Cc1nc(-c2ccc(OC)c(OC)c2)oc1C	-0.4	3	-2	-3	1	9	0	-13	-2
CC(=O)c1c(C)oc2ccc(N(C(=O)c3ccncc3)S(=O)(=O)c3ccccc3)cc12	2.5	-5	1	3	-2	5	4	0	4
Cc1nn(C(C)C(=O)NC2CCC(C)CC2)c(=O)c2nn(-c3ccccc3)c(C)c12 (stereo not drawn)	-3.9	3	-1	-1	-3	-2	-3	-3	-2
C=CCNC(=O)C(=O)N/N=C/c1ccco1	-3.5	2	2	9	2	2	-2	1	-3
CCCCn1c(N)c(N(CCC(C)C)C(=O)c2ccc(C)c(S(=O)(=O)N3CCOCC3)c2)c(=O)[nH]c1=O	0.1	-1	0	2	0	2	0	-3	0
CCOCCCNC(=O)C(NC(=O)Cc1cccs1)c1ccc(OC)cc1 (stereo not drawn)	1.2	3	0	5	1	-5	7	1	7
O=C(NNC(=O)c1cccc(S(=O)(=O)Nc2ccc(Cl)cc2)c1)c1ccc(=O)[nH]c1	x	x	x	1	0	5	3	-6	x
Cc1cccc(NC(=O)CNCC(=O)Nc2cccc(C)c2C)c1C	-1.4	-1	1	7	-3	0	2	0	-2
CCS(=O)(=O)N1CCC(C(=O)NCc2ccc(OC)cc2)CC1	-1.2	-5	1	7	1	0	5	6	4
COc1ccc(CC(=O)Nc2sccc2C#N)cc1S(=O)(=O)N1CCOCC1	-3.9	-1	3	2	4	7	8	-1	10
CC1CCc2ccccc2N1C(N)=Nc1ccccc1 (stereo not drawn)	2.3	0	5	-1	-9	0	9	4	-2
O=C(COC(=O)CCCOc1ccccc1)NC1CCS(=O)(=O)C1 (stereo not drawn)	2.1	-2	-4	-4	-5	-5	-1	2	3
CCOC(=O)C1CCN(C(=O)CCc2nnc3ccc(N4CCN(C)CC4)nn23)CC1	0.4	-2	-4	5	4	9	3	-5	3
C/C(=N/O)c1ccc2c(c1)OCCOCCOc1cc(/C(C)=N/O)ccc1OCCOCCO2	1.0	0	-4	2	-2	1	3	-2	2
COc1ccc(C2C(C#N)=C3NC(=O)c4c(sc5c4CCCCC5)N3C3=C2C(=O)CC(C)(C)C3)cc1 (stereo not drawn)	-0.2	23	-1	2	-49	8	-2	-9	0
CCc1ccc(NC(=O)NCC2CCN(Cc3cccc(Cl)c3)CC2)cc1	1.3	-6	1	10	5	-10	0	-4	8
O=c1c2cc(Br)ccc2nc(-c2cccc(Cl)c2)n1O	-2.0	0	-1	-5	-6	-6	0	4	-7
COc1ccccc1Oc1ncnc2c1oc1ccccc12	-0.7	-1	-1	-2	-4	4	1	-1	-2
COCCCNc1nc2c(c(=O)[nH]c(=O)n2C)n1CC(O)COc1cccc(C)c1 (stereo not drawn)	-0.1	1	-1	5	-8	-2	6	4	4
N[C@@H](Cc1ccccc1)C(=O)N1CCC(C(=O)NCC(=O)NCC(=O)O)CC1	1.8	0	-6	3	-4	-9	4	1	-1
COc1cc(-c2nnc(COC(=O)c3cc(C)nc4ccc(C)cc34)o2)cc(OC)c1OC	0.3	0	0	-1	-1	4	6	1	7
CCCCn1c(N)c(N(CCOC)C(=O)COC(=O)/C=C/c2ccc(Br)cc2)c(=O)[nH]c1=O	-2.0	0	0	-2	-3	2	1	3	1
COC(=O)N/N=C/c1ccc(-c2ccc(Cl)cc2Cl)o1	-4.5	0	-4	-1	-1	10	2	-5	-9
COc1ccc(N2CCN(C(=O)Cn3cncn3)CC2)cc1	1.6	-1	-1	-1	-3	-6	-2	-2	-7
N/C(=N/OCC(=O)Nc1cccc2ccccc12)c1nonc1N	0.0	4	3	-7	2	6	-2	1	-2
COc1ccc(Oc2ccccc2C=O)cc1	-0.8	-6	4	1	-4	9	0	3	9
O=C(COc1ccc(S(=O)(=O)N2CCOCC2)cc1)NCC1CCCO1 (stereo not drawn)	-0.9	0	2	-5	0	-5	0	3	4

Look-ups from the results shown.
Under MEX-5 binding, CCCCn1c(N)c(N(CCOC)C(=O)COC(=O)/C=C/c2ccc(Br)cc2)c(=O)[nH]c1=O shows -2.0
Under MEX-5 binding, N/C(=N/OCC(=O)Nc1cccc2ccccc12)c1nonc1N shows 0.0

New compounds follow
SMILES	MEX-5 binding	TPT1 inh	Fam108B counter	MCL1-BIM inh	PAD4 FP inh	GLD-1 TGE inh	BCLXL inh	PME-1 inh	GSTO1 counter
Cc1c(C(=O)N/N=C/c2ccc(Cl)cc2)[nH]c2ccc(Cl)cc12	-5.0	14	-12	-24	1	-12	-19	-18	-7
O=C1C=C(c2cc(C(F)(F)F)cc(C(F)(F)F)c2)C[C@@H](c2ccc3c(c2)OCO3)C1	x	x	x	2	3	-2	3	1	x
O=C(NCCCN1CCN(c2ccccc2F)CC1)Nc1ccccc1[N+](=O)[O-]	0.1	-1	-2	10	2	-3	6	8	5
COc1ccc(/C=C(/NC(=O)/C=C/c2ccccc2)C(=O)NCCCCCC(=O)O)cc1	-0.5	6	-2	-7	-1	-3	2	5	-2
O=C(NC1CCS(=O)(=O)C1)/C(=C\c1ccc(F)cc1)NC(=O)c1ccccc1 (stereo not drawn)	0.0	0	-2	7	0	0	8	0	0
Cc1cccnc1CNC(=O)C1CCC(=O)N(CCc2cccc(F)c2)C1 (stereo not drawn)	-1.9	-1	0	-2	-4	1	2	-2	6
CCN(CC)C(=O)CSC1=N/C(=C/c2ccco2)C(=O)N1c1ccc(OC)c(Cl)c1	-1.7	11	5	1	-7	5	7	-3	4
COc1ccc(N(C(C)C(=O)N2CCCC2)S(C)(=O)=O)cc1 (stereo not drawn)	-0.6	-1	4	-7	-3	4	2	4	4
CC(=O)O[C@H]1CC[C@@]2(C)[C@@H](CC[C@@H]3[C@@H]2CC[C@]2(C)[C@@H](C(C)(C)O)C[C@@H]32)C1	0.3	2	1	-2	0	1	6	1	2
C=C1CCC[C@]2(C)C[C@H]3OC(=O)C(CNCCN(C)C)[C@H]3CC12 (stereo partly drawn)	-1.1	-2	-2	2	2	-7	2	-3	-2
Cc1cc(C)c(C#N)c(N2CCN(CCOc3ccc(Cl)cc3)CC2)n1	-4.1	-3	1	3	5	5	11	-2	0
O=C(CCn1cnc2ccccc2c1=O)Nc1ccc2c(c1)OCCO2	1.1	-3	-3	-5	-11	-5	-3	5	4
COc1ccc(N2CCOCC2)c(NC(=O)c2cccs2)c1	0.3	-2	1	17	1	2	7	6	1
Cn1nccc1C(=O)Nc1ccc(S(=O)(=O)N2CCCC2)cc1	-0.7	1	4	5	-3	3	5	2	2
Cc1ccc(NC(=O)CSc2nc3ccccc3c(=O)n2CCCC(=O)N2CCCC2)cc1	0.2	-4	5	9	5	-1	5	0	1
CCCCC(=O)N/N=C(\C)CC(=O)Nc1ccccc1Br	2.6	2	0	5	-4	-3	8	5	8
Cc1ccc(S(=O)(=O)NNC(=O)CCC(=O)Nc2ccc(C)cc2C)cc1	x	-4	-1	4	1	11	7	-6	-1
O=C1Nc2ccccc2Oc2cc([N+](=O)[O-])cc(Oc3ccccc3)c21	-1.6	27*	-2	-78	-10	-17	-29	1	-9
Cc1ccc(N=Nc2cc(C)ccc2N)cc1	-1.9	0	5	-7	-2	7	1	11	-1
COc1ccc(CCN(C)C(=O)CN2C(=O)NC3(CCCCC3C)C2=O)cc1OC (stereo not drawn)	3.7	-5	-1	3	-1	3	3	-3	-2
O=C(C1CCCO1)N1CCN(C(=S)Nc2ccc(Cl)c(Cl)c2)CC1 (stereo not drawn)	2.6	-2	3	7	0	-5	5	0	-1
CCn1c(C)nc2cc(C(=O)OCCC(F)(F)F)ccc21	-0.7	-6	-2	0	4	7	-4	5	-1
CCCCN(C(=O)c1cccc(S(=O)(=O)N(C)c2ccc(C)cc2)c1)c1c(N)n(CCCC)c(=O)[nH]c1=O	-2.9	-3	1	-1	-1	7	-6	-3	8
Cc1c(Cl)ccc(S(=O)(=O)N2CCN=C2c2ccccc2)c1Cl	-2.6	1	2	3	-2	4	0	4	1
O=C(NC(=O)c1ccc(F)cc1)Nc1nc(-c2cccs2)cc(C(F)(F)F)n1	-1.4	0	-1	-1	-2	-3	3	-2	-1
COc1cc(SC)ccc1C(=O)NC(C)C	2.5	6	-5	-2	0	0	0	-2	0
COc1ccccc1NS(=O)(=O)c1cccc(C(=O)N/N=C/c2ccc(C)o2)c1	3.3	-1	-3	5	0	5	9	-5	4
Clc1ccccc1/C=C/c1ccnc2ccccc12	0.3	-1	2	7	2	7	3	-14	4
O=C(O)c1cccnc1Sc1ccccc1Cl	-3.2	3	2	26	-4	4	13	0	6
CC1(c2ccc(O)cc2)NC(=O)N(c2ccccc2)N1 (stereo not drawn)	-2.8	0	4	0	3	7	6	2	8
COc1ccc(-c2nc(-c3ccccc3)c(-c3cc([N+](=O)[O-])ccc3C)[nH]2)cc1OC	0.1	-2	15	1	1	7	2	2	2
O=C(CN1CCN(S(=O)(=O)c2ccccc2)CC1)Nc1ccnn1C1CCCC1	x	x	x	1	-3	6	1	-1	x
OCCNc1nc(-c2ccccc2)c2ccccc2n1	-0.6	-1	2	16	-6	-1	9	0	1
COc1ccccc1NC(=O)N1CCc2[nH]c3ccc(F)cc3c2C1	-2.0	-33	21*	50*	-12	51*	52*	6	4
CCN(CC(=O)Nc1ccc(NC(C)=O)cc1)C(=O)C1CCC1	0.1	-2	3	-4	5	2	3	4	0
